Source: PubChem BioAssay
SRC2 inh: inhibits human steroid receptor coactivator 2; Q15596; HEK293 GAL4-SRC2 luciferase reporter, luminescence; inhibition, % at 9 µM; 0.17% of 370,000 active; AID 651957;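 active means inhibition above the mean inhibition of all tested compounds plus 3 SD, set per campaign, cut at about 52% in these data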;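 further: 0% = DMSO treated cells and 100% = cells given Gossypol at 36 µM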
Target sequence (Q15596 whole entry, looked up, the tested form may be a part): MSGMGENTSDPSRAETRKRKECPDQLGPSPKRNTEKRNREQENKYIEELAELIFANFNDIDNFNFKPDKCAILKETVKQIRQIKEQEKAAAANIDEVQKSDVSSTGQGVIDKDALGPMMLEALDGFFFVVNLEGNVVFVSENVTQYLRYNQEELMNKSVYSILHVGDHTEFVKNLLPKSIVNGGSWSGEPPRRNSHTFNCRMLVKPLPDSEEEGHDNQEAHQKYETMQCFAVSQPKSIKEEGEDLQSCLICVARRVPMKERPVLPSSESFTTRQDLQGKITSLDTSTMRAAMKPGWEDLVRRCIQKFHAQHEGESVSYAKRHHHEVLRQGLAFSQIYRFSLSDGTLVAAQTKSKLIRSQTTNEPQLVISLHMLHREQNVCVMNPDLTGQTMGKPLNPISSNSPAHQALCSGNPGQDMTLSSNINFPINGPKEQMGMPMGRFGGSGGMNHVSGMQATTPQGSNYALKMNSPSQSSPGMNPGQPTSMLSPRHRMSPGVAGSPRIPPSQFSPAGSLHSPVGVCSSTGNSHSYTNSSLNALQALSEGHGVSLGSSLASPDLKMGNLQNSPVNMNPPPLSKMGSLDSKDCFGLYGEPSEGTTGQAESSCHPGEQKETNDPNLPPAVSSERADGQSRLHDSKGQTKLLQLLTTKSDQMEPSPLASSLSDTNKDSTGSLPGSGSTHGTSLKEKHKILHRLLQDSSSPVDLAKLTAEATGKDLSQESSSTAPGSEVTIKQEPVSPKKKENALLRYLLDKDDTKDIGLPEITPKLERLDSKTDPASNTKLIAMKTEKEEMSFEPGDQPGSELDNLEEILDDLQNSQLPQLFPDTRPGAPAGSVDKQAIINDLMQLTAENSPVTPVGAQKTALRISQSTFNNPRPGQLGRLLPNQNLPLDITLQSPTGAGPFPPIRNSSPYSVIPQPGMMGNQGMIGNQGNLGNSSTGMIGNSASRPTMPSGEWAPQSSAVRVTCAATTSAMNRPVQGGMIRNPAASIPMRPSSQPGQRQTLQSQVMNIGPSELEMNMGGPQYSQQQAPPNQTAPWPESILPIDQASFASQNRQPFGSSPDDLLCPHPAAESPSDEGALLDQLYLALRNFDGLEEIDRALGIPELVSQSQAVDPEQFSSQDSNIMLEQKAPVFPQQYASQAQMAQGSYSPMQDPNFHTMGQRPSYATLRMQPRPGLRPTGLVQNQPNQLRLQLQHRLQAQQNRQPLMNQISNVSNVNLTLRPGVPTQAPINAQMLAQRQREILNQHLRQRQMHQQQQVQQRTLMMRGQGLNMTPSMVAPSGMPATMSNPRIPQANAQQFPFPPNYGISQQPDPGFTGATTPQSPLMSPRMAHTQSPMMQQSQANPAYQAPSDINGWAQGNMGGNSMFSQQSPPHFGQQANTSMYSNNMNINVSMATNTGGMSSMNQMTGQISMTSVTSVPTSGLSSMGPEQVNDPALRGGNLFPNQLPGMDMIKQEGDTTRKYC
COUP-TFII inh: blocks human COUP-TFII nuclear receptor; P24468; HEK293T NGFI-A luciferase reporter, luminescence; inhibition, % at 8.6 µM; 0.7% of 370,000 active; AID 686940;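 active means inhibition above a per-plate cutoff, mean inhibition of test wells between control levels plus 3 SD, cut at about 38% in these data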;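 further: cells cotransfected with COUP-TFII expression vector driving the NGFI-A reporter; 0% = median of COUP-TF2 test wells and 100% = reporter-only cells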
TLR9-MyD88 block: inhibitors of human TLR9-MyD88 binding | Q9NR96+Q99836 | CHO BLA complementation TLR9-MyD88, CCF4 FRET ratio | inhibition, % at 4.98 µM | 0.21% of 340,000 active | AID 504734;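 active means inhibition above the mean over all tested compounds plus 3 SD, cut at about 21% in these data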;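 further: 0% = DMSO only wells and 100% = clavulanate BLA inhibitor control wells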
NCOA3 inh: inhibitors of human steroid receptor coactivator 3 (SRC3) | Q9Y6Q9 | HEK293 GAL4-SRC3 luciferase reporter, luminescence | inhibition, % at 3.6 µM | 0.17% of 360,000 active | AID 588352;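 active means inhibition above a per-campaign cutoff, the mean of all compounds plus 3 SD, cut at about 60% in these data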;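 further: 0% = DMSO-treated cells and 100% = gossypol-treated cells at 36 µM; higher means less SRC3-driven luciferase light from the GAL4 reporter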
ABHD5 PLIN5 PPI: blocks binding of human ABHD5 to perilipin-5 | Split G. princeps luciferase complementation, luminescence, 4 h | inhibition, % at 4 µM | 0.78% of 360,000 active | AID 602281;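 active means inhibition above the mean inhibition across every tested compound plus 3 SD, cut at about 22% in these data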;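 further: 0% = DMSO only wells and the 100% control is not disclosed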
MC4R barr agon: activates human MC4R beta-arrestin recruitment. P32245. U2OS MC4R beta-arrestin complementation, luminescence; percent of melanotan II response, DMSO zero. activation, % at 8.9 µM. 0.98% of 360,000 active;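 active means activation above a per-plate cutoff, the mean activation of sample wells on that plate plus 3 SD, cut at about 8% in these data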
NOD2-RIPK2 inh: blocks binding of human NOD2 to RIPK2; O43353; CHO BLA complementation NOD2-RIPK2, CCF4 ratio; inhibition, % at 4.98 µM; 0.38% of 360,000 active; in the data active means inhibition above about 21%;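 further: 0% = vehicle only and 100% = reference blocker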
SRC1 inh: human NCOA1 inhibition; Q15788; inhibition, % at 3.6 µM; HEK293 GAL4-SRC1 luciferase reporter, luminescence; 0.12% of 360,000 active; AID 588354;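 active means inhibition above the campaign mean plus 3 SD, with each screening campaign given its own cutoff, cut at about 60% in these data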;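 further: 0% = DMSO treated cells and 100% = gossypol at 36 µM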
EBV LMP1 NFkB: reduces LMP1-driven NF-kappaB luciferase signal; LMP1-induced NF-kappaB luciferase reporter cells, luminescence; 0.69% of 350,000 active; inhibition, % at 12.5 µM; in the data active means inhibition above about 41%;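 further: 0% = neutral control wells and 100% = reference inhibitor control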
LRH-1 inv ag: inverse agonists of human LRH-1 (NR5A2); O00482; HEK293T StAR-luciferase reporter, LRH-1 transfected, 24 h; inhibition, % at 3.6 µM; 0.13% of 360,000 active;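 active means inhibition above the mean inhibition of all tested compounds plus 3 SD, cut at about 73% in these data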;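 further: 0% = DMSO wells and 100% = reporter-only cells lacking LRH-1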
MC4R antag cAMP: antagonists of human melanocortin 4 receptor (MC4R); P32245; MC4R-expressing cells, MTII-stimulated cAMP, LANCE TR-FRET; inhibition, % at 6.5 µM; 0.48% of 360,000 active; AID 540295;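 active means inhibition above its plate's cutoff, the mean of tested wells on that plate plus 3 SD, cut at about 29% in these data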;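 further: 0% = Melanotan II alone and 100% = Melanotan II plus saturating MCL0020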
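Assay system: U2OS cells stably expressing human melanocortin 4 receptor (MC4R) / Dosing: 6.5 µM / Timing: compound 30 min, challenge 1 h, detection 1 h / Measured by: Eu-cAMP/anti-cAMP TR-FRET, emission 671 nm / Replicates: singlicate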
Starred values were filed as active, the others as inactive; . = no result given.

entry	Structure	EBV LMP1 NFkB	NCOA3 inh	MC4R barr agon	NOD2-RIPK2 inh	MC4R antag cAMP	COUP-TFII inh	TLR9-MyD88 block	SRC1 inh	SRC2 inh	ABHD5 PLIN5 PPI	LRH-1 inv ag
1	CCOc1ccccc1N1CCN(Cc2ccco2)CC1	11	-4	-1.9	-2	4	-9	0	8	13	0	-6
2	OCc1c(Cl)nc2ccccn12	-3	-3	0.2	0	-1	-17	-6	-16	2	4	-23
3	COc1ccc(OCC(NS(=O)(=O)c2ccc(-n3cnnn3)cc2)C(C)C)cc1 (stereo unspecified)	-8	-4	-2.9	-3	3	6	0	-1	14	10	4
4	COc1ccc(CNC(=O)CCc2ccc(S(=O)(=O)N3CCCCCC3)cc2)cc1	7	-9	-2.5	-1	6	10	-9	1	-20	-1	1
5	Cc1ccc(-c2cnc(C(O)c3cccc(C)c3C)[nH]2)cc1 (stereo unspecified)	.	7	-0.8	2	2	5	.	-15	16	-4	-1
6	Cc1ccc(NC(=O)CN(C)C(=O)CSc2n[nH]c(N)n2)cc1	9	-23	-1.4	8	5	5	-19	-12	3	5	-3
7	CSc1nnc2c3c4c(sc3nc(-n3nc(C)cc3C)n12)COC(C)(C)C4	11	17	-2.2	-3	1	13	-2	-16	-10	-7	4
8	CCCCn1c(O)c(N=NC(=O)Cn2c(C(F)(F)F)nc3ccccc32)c2ccccc21	16	9	-2.1	-12	2	1	-2	-12	-5	-2	9
9	COc1ccc(C(=O)NNC(=O)Cn2nc(C)cc2C)cc1S(=O)(=O)N1CCOCC1	-3	7	-1.4	-18	12	3	-3	2	-10	-2	-18
10	O=C(C1=C(O)C(=O)N(Cc2ccco2)C1c1cccs1)c1cccs1 (stereo unspecified)	-3	9	-1.6	3	0	11	-5	-1	-19	8	19
11	NS(=O)(=O)c1ccc(NC(=O)NC2CCCCC2)cc1	0	-8	0.6	-25	2	13	10	-12	-14	3	11
12	COc1ccc(C(=O)NCc2ccncc2)cc1OC	-2	14	-0.1	0	14	-11	14	0	-16	-3	1
13	COc1cc(N)ccc1NC(=O)c1cc2ccccc2o1	-25	-92	-0.5	-6	4	-29	5	-100	-33	-4	-77
14	Cc1cccc(NC(=O)CCN2CC(C)CC(C)C2)c1 (stereo unspecified)	-5	14	-2.0	-3	14	-7	-5	13	-10	-5	15
15	NC(=O)c1ccc(F)cc1	-4	-5	1.2	1	-2	5	2	-14	-4	0	14
16	COc1ccc(NC(=O)CSCC(=O)Nc2cccc3ncccc23)cc1	9	9	-0.1	-14	6	-6	-8	-7	3	4	-4
17	Cc1cccc(N=C/C(C(=O)C(F)(F)F)=C(\O)c2ccco2)c1	-8	-86	0.1	-18	-1	-18	13	-118	-46	8	-86
18	COc1ccc(CC(=O)N/N=C(\C)CC(=O)Nc2ccc(N(C)C)cc2)cc1	1	7	-3.5	3	-4	12	-7	-30	-6	-6	5
19	CCOC(=O)c1cnc2c(Cl)c(Cl)ccc2c1N1CCN(C)CC1	-14	7	-2.3	1	0	12	4	-7	5	9	14
20	COc1ccc(-c2csc(NC(=O)COc3ccc(N(C)S(=O)(=O)c4ccc(C)cc4)cc3)n2)cc1	5	23	1.8	-1	-2	40*	-5	-13	18	5	5
21	CCc1c2ccccc2nn1-c1ccccc1C(=O)C(C)=O	-4	8	1.2	1	6	-20	-3	-4	10	-4	-3
22	CCC(=O)N1CCN=C1SCc1c(F)cccc1Cl	-10	-10	2.3	-7	-1	-18	3	7	-3	-4	-11
23	CCNS(=O)(=O)c1ccc(NS(=O)(=O)c2cc(C)ccc2C)cc1	5	-18	-1.0	-9	-1	5	5	-19	-1	15	7
24	O=P(OC1CCCCC1)(OC1CCCCC1)C(Nc1ccccc1)c1cccnc1 (stereo unspecified)	8	24	0.6	-10	7	-9	-4	-1	-15	-3	23
25	CCn1c(SC)nnc1-c1ccc(S(=O)(=O)N2CCCCC2)cc1	2	9	3.1	5	6	0	2	-4	10	3	-3
26	Cc1c(NS(=O)(=O)c2cc(NC(=O)CCN3CCCC(C)C3)ccc2Cl)c(=O)n(-c2ccccc2)n1C (stereo unspecified)	11	1	0.1	0	11	3	8	-20	-11	0	-26
27	C=CCN1CN(S(=O)(=O)c2ccc(OC)cc2)c2nc3ccccc3nc21	-6	-12	-2.6	8	-16	-11	-3	-1	1	6	20
28	CCOc1ccc(CNS(=O)(=O)c2c(C)nc3sccn3c2=O)cc1OC	-4	0	0.8	-2	6	11	14	10	-23	3	-2
29	CCc1ccc(NC(=O)CSc2nnc(C3CC3)n2CC2CCCO2)cc1 (stereo unspecified)	5	8	1.5	-7	6	8	-4	1	-2	2	7
30	Fc1ccccc1/C=C1\CCCC2=C1Nc1nnnn1C2c1ccccc1F (stereo unspecified)	3	6	1.1	-17	11	-1	4	-15	-2	4	-20
31	Cn1c2c(c(=O)n(C)c1=O)CN(Cc1ccc(F)cc1)CN2	6	5	-1.3	-2	5	-1	0	14	-3	2	15
32	CCOC(=O)C1CCc2nc3ccccc3c(=O)n21 (stereo unspecified)	4	-3	-2.6	-7	-2	-3	4	-16	-22	0	9
33	Cc1ccc(CCNC(=O)c2nc(CS(=O)(=O)c3ccc(Cl)cc3)no2)cc1	0	-3	-1.5	-3	0	9	-4	-21	22	-7	15
34	O=C(N/N=C/C1CCCCC1)c1cc(Cl)ccc1O	-21	-31	1.0	-8	3	3	2	-33	-32	0	-32
35	COc1ccc(-c2cc3nc(C)cc(-c4ccc(OC)cc4)n3n2)cc1	-18	0	-0.8	2	-4	-2	4	11	2	-1	32
36	CC(NC(=O)c1ccco1)c1cccc2ccccc12 (stereo unspecified)	0	-5	-0.2	0	3	-3	-4	-2	-13	5	17
37	Cn1cccc1CN1CCC[C@]2(N[C@H](c3ccccc3)[C@@H]3C(=O)N(Cc4ccccc4)C(=O)[C@@H]32)C1=O	4	-8	-0.9	-3	1	18	-4	-7	18	5	8
38	CCOc1cc2[nH]c(=S)n(C3CC3)c(=O)c2cc1OCC	-4	11	-2.7	-5	4	9	-5	1	-7	1	7
39	CCOC(=O)c1c(C)[nH]c(C)c1S(=O)(=O)N(C)CC(=O)Nc1ccccc1	-4	-2	-1.7	7	8	-18	-1	-4	-2	-3	-5
40	Cc1c(C(=O)Nc2ccccc2)sc2ncn(CC(=O)N3CCCCC3)c(=O)c12	-3	-1	-3.0	-1	9	-9	7	3	-36	-1	0
41	O=C(CSc1nc2ccccc2[nH]1)N/N=C/C=C/c1ccccc1[N+](=O)[O-]	1	18	0.1	-11	-8	5	7	-39	3	1	9
42	CC(C1CCN(Cc2nc(C3CC3)no2)CC1)N1CCOCC1 (stereo unspecified)	-9	24	2.3	6	-4	-17	4	16	4	12	6
43	CCn1ccc(-c2ccccc2)c(C#N)c1=O	2	7	-2.3	7	-1	-4	-1	6	-13	3	8
44	COC(=O)N/N=C/c1cc(C)n(-c2cccc3ccccc23)c1C	6	-10	-2.0	-2	-4	-3	-3	-22	3	-2	-5
45	O=C(O)CCN1C(=O)/C(=C\c2ccc(-c3nc4ccccc4s3)o2)SC1=S	-6	-60	-2.5	-3	15	.	10	-24	.	-6	-41
46	Cc1cc(CN(Nc2ccccc2)c2ccccc2)cc(C)n1	3	-3	2.5	6	5	-7	-5	5	-20	1	4
47	Cc1ccc(S(=O)(=O)N2CCN(C(=O)COC(=O)CSc3cc(C)ccc3C)CC2)c(C)c1	1	-2	0.6	-1	-3	14	-2	13	1	8	7
48	COc1cc(/C=C/C(=O)O)cc(S(=O)(=O)NNC(=O)c2ccc3c(c2)OCO3)c1OC	0	-27	-0.2	7	2	-20	-14	-57	15	-4	-24
49	CCSc1nnc(NS(=O)(=O)c2ccc(C)cc2)s1	5	15	-1.6	-5	25	11	6	-1	5	3	7
50	O=C(COc1ccc(C(F)(F)F)cc1[N+](=O)[O-])Nc1cccc(C(F)(F)F)c1	3	24	-0.5	-15	12	-8	3	-3	11	3	7
51	S=c1[nH]nc(-c2cc(-c3ccsc3)n[nH]2)n1-c1cccc2ccccc12	8	22	-4.6	-2	14	3	-13	0	8	-9	3
52	COc1cc(/C=C(\NC(C)=O)C(=O)NC(C)(C)C)ccc1OC(C)=O	-6	17	-0.2	-15	-2	-1	1	5	6	8	15
53	Cc1nnc(SCC(=O)NC2CCS(=O)(=O)C2)n1-c1ccccc1 (stereo unspecified)	9	-2	-3.2	-1	0	19	-3	-76	4	-1	18
54	CCCn1c(N2CCN(S(=O)(=O)Cc3ccccc3)CC2)nc2ccccc21	0	10	1.3	6	-21	-4	-1	5	-4	1	-11
55	CCCCn1nc(C(=O)Nc2ccc(-n3cnnn3)cc2)c2ccccc2c1=O	-5	5	1.1	8	14	0	1	-7	-22	4	2
56	COc1cc(/C=N/NC(=O)C2(O)c3ccccc3-c3ccccc32)ccc1O	17	-21	-0.1	-8	-3	4	1	-47	-5	10	-4
57	COC(=O)CCCC(=O)Nc1c(F)c(F)c(F)c(F)c1F	-11	-1	0.9	-1	3	13	-12	-15	-23	1	-2
58	COc1ccc(N2CCN(C3CCCN(C(=O)CN4CCCCC4=O)C3)CC2)cc1 (stereo unspecified)	2	-1	-0.5	7	0	12	-7	18	-26	5	-4
59	COc1ccccc1NC(=O)C(C)N(C)CCOc1ccccc1 (stereo unspecified)	7	-1	-2.3	-11	6	11	1	-17	2	6	-3
60	Cc1ccc(NC(=S)NNC(=O)Cn2nc(C(F)F)cc2C(F)F)cc1	1	15	-1.4	5	15	4	-4	13	11	1	-11

Carrying on.
entry	Structure	EBV LMP1 NFkB	NCOA3 inh	MC4R barr agon	NOD2-RIPK2 inh	MC4R antag cAMP	COUP-TFII inh	TLR9-MyD88 block	SRC1 inh	SRC2 inh	ABHD5 PLIN5 PPI	LRH-1 inv ag
61	Nc1ccc2c(c1)C(=NO)c1cc([N+](=O)[O-])ccc1-2	14	1	-0.4	-5	26	8	-5	4	3	7	-1
62	NCCSc1c(-c2ccccc2)[nH]c2ccccc12	-1	6	-1.0	-1	5	22	1	-34	26	6	20
63	CCOC(=O)C1=C(COC(=O)/C=C/c2ccccc2F)NC(=O)NC1C (stereo unspecified)	1	-24	-0.4	-9	9	8	2	-16	-10	-2	10
64	COc1cc(S(=O)(=O)Nc2ccc(C)cc2)ccc1N=Cc1c(C)[nH]n(-c2ccccc2)c1=O	4	1	-2.1	-3	8	2	-10	-8	-16	4	-17
65	CCc1nc2ccc(C(=O)N3CCCC(C(N)=O)C3)cn2c1N(CCC(C)C)CCN(C)C (stereo unspecified)	.	3	-2.7	-5	5	-4	.	-10	-25	2	-2

Not all compounds are listed. The share of hits here may be higher or lower than overall.
